GSIS activator = primary screen for activators of insulin secretion dependent on glucose, INS-1E cells, GLuc reporter luminescence. INS-1E GLuc reporter insulin secretion, 2-3 h. activation, % at 16.6 µM. 370,000 tested, 0.61% active. AID 743287;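 active = lowest replicate activation of at least 40%, so every replicate reaches that level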;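 also: 0% = median of neutral control wells and 100% = median of IBMX positive control wells; some compounds called inactive have numbers as strong as hits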
DENV2 CPE rescue = inhibitors of DENV2 cytopathic effect | DENV2-infected cells, cytopathic effect rescue, plate reader | CPE inhibition, % at 9.99 µM | 350,000 tested, 1.7% active | AID 651640; in the data active = CPE inhibition above about 20%, passing the limit was not always enough; inconclusive = no clear call, values can overlap the other calls; tested in BHK-21 cells;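 also: 0% = median of neutral control wells and 100% = median of positive control wells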
CFTR F508del cor = correctors of CFTR F508del function in bronchial epithelial cells; CFBE cells, YFP halide quenching; stimulated with forskolin plus potentiator P3; % fluorescence drop versus neutral controls; activity (quench increase), % at 7.58 µM; 350,000 tested, 0.36% active; AID 720511;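 active = mean added fluorescence quench of at least 8% versus neutral control, with both replicates also reaching 8%; inconclusive = only one of the mean or replicate conditions met; inactive = mean below 8% and not both replicates reaching 8%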;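 also: cells transiently co-express mutant CFTR-F508del with the halide-sensitive YFP; corrector assay measuring rescue of mutant channel to the surface after 24 h compound exposure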
PAX8 inh HTS = lowers PAX8-driven luciferase in RMG-I cells. RMG-I TPO-luciferase reporter, SteadyGlo, 24 h. AID 652154. inhibition, % at 12.6 µM. 360,000 tested, 1.2% active;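 active = mean replicate inhibition at least 60% with every replicate also reaching 60%; inconclusive = only one of the two criteria is met; inactive = mean below 60% and not all replicates reaching 60%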;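 also: luciferase light reporting Pax8 driven TPO promoter activity; plate controls were median of neutral control wells for no effect and mitoxantrone controls for full effect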
FN deposition inh = fibronectin deposition inhibition; AH1F fibroblasts, Alexa488-fibronectin deposition fluorescence, overnight; inhibition, % at 12.6 µM; 350,000 tested, 0.086% active; AID 743247;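 active = mean inhibition across replicates of 30% or more, regardless of how many single replicates reach that level; inconclusive = mean under 30% yet at least half of replicates reach 30%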;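 also: positive control wells lacked labelled fibronectin entirely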
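Assay system: AH1F fibroblast monolayer, labelled fibronectin deposition. Amount: 10000 cells per well. Also added: labelled fibronectin 24 nM. Compound: single-point pinned compound. Incubation: cell attachment 1 h, compound and FN exposure overnight. Detection: fluorescence after three HBSS washes, excitation 485 nm, emission 525 nm. Read-out: inhibition of fibronectin deposition signal.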
EWS-Fli block = blocks EWS/Fli oncoprotein-driven transcription; 350,000 tested, 0.67% active; A673 NR0B1-luciferase reporter, viability-normalised; inhibition, % at 12.6 µM;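 active = mean inhibition of at least 50% after viability correction, with every replicate also passing that limit; inconclusive = mean reaches 50% but only one of two replicates passes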;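 also: firefly luciferase signal divided by Alamar Blue viability fluorescence both relative to DMSO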
miR-122 sensor = inhibitors of miR-122 in Huh7 cells; Huh7 miR-122 Renilla luciferase sensor, 48 h; neutral wells = 0, positive control = 100; activation (reporter increase), % at 12.5 µM; 340,000 tested, 0.3% active; AID 602342;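 active = mean replicate activation score at least 90 and every replicate individually at or above 90; inconclusive = only one of the two criteria met; inactive = neither criterion met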;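 also: higher luciferase means less miR-122 activity so hits act as miR-122 inhibitors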
Numbers without * were called inactive; ? = inconclusive; . = not tested or not shown; [ ] = another dose, or the depositor's remark.

SMILES	GSIS activator	DENV2 CPE rescue	CFTR F508del cor	PAX8 inh HTS	FN deposition inh	EWS-Fli block	miR-122 sensor
CCOc1ncccc1C(=O)OCC(=O)Nc1cccc(S(=O)(=O)N2CCCCCC2)c1	-51.6	9.0	-2.1	7.8	-3.3	-6.0	.
Fc1cc(Cl)ccc1NC(=S)NCCN1CCOCC1	3.0	0.0	0.7	-17.8	1.8	6.9	3.2
C[C@@H]1CCCCO[C@@H](CN(C)C(=O)Nc2ccc(F)cc2)[C@@H](C)CN([C@H](C)CO)C(=O)c2cc(NC(=O)CCC(F)(F)F)ccc2O1	13.4	-5.1	-2.0	-23.5	-14.4	-1.2	5.1[16.7 µM]
C[C@@H]1CN([C@@H](C)CO)C(=O)c2cccc(NS(=O)(=O)c3ccccc3)c2O[C@H]1CN(C)S(=O)(=O)c1ccc(Cl)cc1	9.5	12.1	-1.2	-19.6	.	-9.4	4.7[16.7 µM]
Cc1ccc(S(=O)(=O)N(C(=N)N)c2nc(N(C)C)nc(N(C)C)n2)cc1	-1.5	12.1	-1.4	25.6	2.7	5.2	.
N#Cc1c2c(c(NCCN3CCOCC3)n3c1nc1ccccc13)CCCC2	.	.	.	17.7	2.7	.	2.8
CCN1CC(=O)Nc2cc(S(=O)(=O)N3CCOCC3)ccc21	-0.3	.	-0.8	-19.0	-3.3	-0.8	7.3
Cc1cc(NC(=O)C(=O)NCCN2CCN(S(C)(=O)=O)CC2)ccc1Br	-11.0	-2.6	-0.4	-6.9	6.3	8.2	.
CCN1CCN(C(=O)C(=O)c2cn(CC(=O)N3CCCCCC3)c3ccccc23)CC1	2.7	2.5	-2.0	12.4	.	.	.
COc1ccc2c3c([nH]c2c1)[C@@H](CO)N(C(=O)CN1CCOCC1)CC31CCN(CC2CCCC2)CC1	6.7	-6.1	2.1	-0.9	10.3	-6.7	.
COc1cc(SC)ccc1C(=O)NCCCn1ccnc1	1.9	1.0	3.6	-27.2	0.2	10.0	-1.6
CN(C)S(=O)(=O)c1cc(NC(=O)CNCc2ccc(F)cc2)ccc1Cl	-9.1	0.3	2.3	-21.5	1.3	-5.6	8.2
CCOC(=O)Cc1nn(Cc2ccccc2)c(=O)c2ccccc12	88.7*	3.6	0.2	-7.0	-6.1	1.7	.
CCOC(=O)C1CCN(C(=O)COc2ccc(N(C)S(=O)(=O)c3ccc(OCC)cc3)cc2)CC1	-11.5	-1.6	0.7	14.8	3.4	13.1	-8.7
COc1ccc(CCN(C)CC(O)c2ccccc2)cc1OC (stereo not given)	9.4	-1.8	4.8	1.6	-10.4	3.7	.
CCOC(=O)C1CCCN(C(=O)c2ccccc2Oc2ccccc2)C1 (stereo not given)	.	.	.	3.9	-2.5	.	9.9
CN(CC(=O)Nc1sccc1C(N)=O)S(=O)(=O)c1ccc(Cl)cc1	25.8	0.7	-11.2	12.1	0.8	-2.7	-3.1
OC(COc1ccccc1)CN(Cc1ccccc1)CC(O)COc1ccccc1 (stereo not given)	-24.6	6.5	4.9	-0.3	-3.5	-2.7	-1.4
CNC(=O)C1(c2ccccc2)CCCCC1	10.1	3.6	-1.2	1.0	-2.6	3.2	-11.9
Cn1cnc(S(=O)(=O)N2CCCCN3[C@H](C2)[C@@H](c2ccc(-c4cccc(F)c4)cc2)[C@@H]3CO)c1	2.8	-4.0	0.8	10.3	.	-4.3	11.5[16.7 µM]
CCCCN(C(=O)c1ccc(S(=O)(=O)N2CCCC2)cc1)C1CCS(=O)(=O)C1 (stereo not given)	30.3	6.4	0.3	2.2	-1.9	-5.9	-3.9
CC(C)N1CC(C(=O)Nc2cc(Cl)cc(Cl)c2)CC1=O (stereo not given)	.	-1.7	3.7	9.7	0.2	5.7	2.7
COc1cc(C)c(CN2CCC(Cc3ccccc3)CC2)cc1C	0.4	-7.8	5.0	8.6	-1.5	12.2	-5.9
COc1ccc(C(=O)N2CCCC(c3nc(-c4cc(OC)c(OC)c(OC)c4)no3)C2)cc1 (stereo not given)	.	-4.3	0.9	.	.	5.8	-13.2
O=C(NCC1CCCO1)c1nc2c(nnn2Cc2ccccc2Cl)c(=O)[nH]1 (stereo not given)	-23.5	0.1	.	.	.	.	-1.3

Results in FN deposition inh and CFTR F508del cor, for two of the compounds above:
SMILES	FN deposition inh	CFTR F508del cor
Fc1cc(Cl)ccc1NC(=S)NCCN1CCOCC1	1.8	0.7
CCOC(=O)Cc1nn(Cc2ccccc2)c(=O)c2ccccc12	-6.1	0.2

Additional structures:
SMILES	GSIS activator	DENV2 CPE rescue	CFTR F508del cor	PAX8 inh HTS	FN deposition inh	EWS-Fli block	miR-122 sensor
O=C(C[C@@H]1C[C@H]2c3cc(NC(=O)c4cccnc4)ccc3O[C@H]2[C@@H](CO)O1)NCc1cccc(F)c1	4.9	3.8	1.3	-4.0	-11.6	-5.6	2.2[16.7 µM]
Cc1ccc(S(=O)(=O)N2CCCC2C(=O)NCc2ccc3c(c2)OCO3)cc1 (stereo not given)	-18.4	2.3	2.0	-33.3	.	2.2	.
O=[N+]([O-])c1cc(C(F)(F)F)ccc1Sc1nccn1Cc1ccccc1	.	.	.	-3.8	-12.8	.	-10.7
COc1ccc(NC(=O)c2cccc(NC(=O)C(C)C)c2)c([N+](=O)[O-])c1	-6.7	.	.	-27.8	5.9	.	-6.0
CN(C(=O)c1cccc(NC(=O)Cc2ccc(NC(=O)C3CCN(C(=O)c4ccccc4)CC3)cc2)c1)C1CCCCC1	-3.9	5.0	-1.2	17.9	8.5	13.6	-8.4
CCC(c1nnc(SCC(=O)Nc2ccc(C(=O)N(C)C)cc2)n1Cc1ccccc1)N(C)C (stereo not given)	-1.8	10.1	3.5	4.8	-2.5	.	.
CC(C)OC(=O)c1c(NS(=O)(=O)c2ccccc2)sc2c1CCCC2	.	.	.	0.3	-5.0	.	8.2
COc1ccc(S(=O)(=O)N[C@@H]2CC[C@@H](CCNC(=O)c3ccccc3F)O[C@@H]2CO)cc1	-7.2	-0.3	-1.6	-13.5	.	-3.3	.
COc1ccc(-c2nn(Cc3ccccc3)cc2C(=O)N2CCN(c3ncccn3)CC2)cc1OC	0.0	3.2	1.8	20.0	-22.8	-2.9	30.6
CC(=O)c1ccc(Nc2nc(C(N)COCc3ccccc3)cs2)cc1 (stereo not given)	-0.8	-14.2	-2.0	9.0	2.3	18.0	4.2
O=C(Nc1ccc2c(c1)OCO2)N[C@H]1CC[C@@H](CCNC(=O)C2CCC2)O[C@@H]1CO	-1.4	8.1	-1.9	-31.8	.	-17.0	12.5[16.7 µM]
COCC#Cc1ccc([C@@H]2[C@H](CO)N3CCCCN(S(=O)(=O)c4ccc(OC)cc4)C[C@@H]23)cc1	-24.9	-9.5	-2.5	16.2	.	1.1	-5.4[16.7 µM]
O=C(Nc1ccccc1N1CCCCC1)C1=COCCO1	7.5	?	-1.7	0.2	-2.8	7.5	5.9
O=C(O)c1cccc(N/N=C/c2cccc3ccccc23)c1	13.8	-3.3	-5.2	-44.2	1.0	42.0	6.6
Cc1cccn2c(=O)c(C=O)c(N3CCN(c4ccc(F)cc4)CC3)nc12	-9.3	2.4	5.6	33.5	.	6.8	.
COc1ccc(S(=O)(=O)N2CCOCC2)cc1NC(=O)C1CCN(S(=O)(=O)c2ccc(Cl)cc2)CC1	-12.1	11.7	-6.0	12.0	3.7	3.3	-2.3
CC(=O)c1ccc(OCc2cccc(C(F)(F)F)c2)cc1O	18.4	5.9	0.0	-42.7	-0.1	-32.8	1.9
Cc1cccc(-c2ccc([C@H]3[C@H]4CN(S(=O)(=O)c5cccc(F)c5)CC(=O)N4[C@H]3CO)cc2)c1	-16.9	8.4	0.2	43.6	.	-1.1	.
C[C@H]1CN([C@@H](C)CO)S(=O)(=O)c2ccc(/C=C/c3ccccc3)cc2O[C@H]1CN(C)CC1CC1	7.2	0.6	-1.6	.	-3.1	23.3	-4.1[16.7 µM]
CC(NC(=O)CN(C)Cc1cccc(Cl)c1)c1ccccc1 (stereo not given)	-15.3	-0.7	-1.5	3.9	-4.3	12.3	-5.4
CCOC(=O)c1c(C)[nH]c(C(=O)COC(=O)c2cc(C)oc2C)c1C	-1.9	-7.8	-0.3	-12.3	3.9	-18.2	.
O=Cc1ccccc1OCc1ccc2c(c1)OCO2	-6.0	2.4	10.9*	-48.3	-5.2	6.1	.
CC(C)CC1OC(C)Cc2[nH][nH]c(=O)c21 (stereo not given)	8.3	-14.0	1.6	10.8	5.1	-9.5	.
COc1ccc(-n2cnc3scc(-c4ccccc4)c3c2=O)cc1	21.9	-8.2	0.9	6.4	12.3	-5.9	-3.1
COc1ccccc1/C=C1\SC(=S)N(CCC(=O)NCCc2ccc(O)cc2)C1=O	11.7	8.3	0.9	40.1	11.8	.	1.6
Remaining list, next part:
SMILES	GSIS activator	DENV2 CPE rescue	CFTR F508del cor	PAX8 inh HTS	FN deposition inh	EWS-Fli block	miR-122 sensor
CCCC#Cc1ccc([C@H]2[C@H](CO)N3CCCCN(CC4CCOCC4)C[C@@H]23)cc1	-9.6	55.6*	0.9	-5.1	.	6.6	14.7[16.7 µM]
O=C(NCCc1ccccc1)Nc1cccc(Cl)c1	-24.7	.	.	-114.9	16.8	.	.
O=C(c1ccc(F)cc1)N1C[C@H]2[C@@H](c3ccccc31)[C@H](CO)N2C(=O)c1ccccc1	-2.2	14.8	4.9	15.0	-4.8	-0.5	0.0[16.7 µM]
Cc1ccc2c(c1)C(c1ccc(F)cc1)N(C(=O)c1ccccc1Br)CC(=O)N2 (stereo not given)	-32.5	0.0	-2.1	17.4	-8.7	11.3	6.1
CCc1ccccc1N1CC(C(=O)N2Cc3ccccc3CC2C(N)=O)CC1=O (stereo not given)	-11.2	0.2	2.9	6.9	5.2	-4.9	.
O=S1(=O)CC2NC(=S)N(c3cccc(Br)c3)C2C1 (stereo not given)	-30.9	-5.4	0.0	-4.7	0.2	-12.3	2.5
CN(C)C(=O)c1ccc(Cc2cn(C)c3ccccc23)nc1	-5.6	-5.3	-0.7	2.7	0.7	-5.4	-2.5
C[C@@H]1CN([C@H](C)CO)C(=O)c2cc(NC(=O)Nc3ccc(F)cc3)ccc2O[C@@H]1CN(C)S(=O)(=O)c1ccccc1	-13.4	-7.4	2.5	2.4	.	3.4	9.9[16.7 µM]
CC1(C(=O)NCc2ccccc2Br)CCN1Cc1ccccc1OC(F)F (stereo not given)	-15.9	-6.7	-1.4	11.6	4.8	4.2	-0.7
Cc1cc(C)c(NC(=O)C2CCC(=O)N2)c(C)c1 (stereo not given)	-6.0	-0.7	.	6.2	.	-2.5	-3.7
CCN(C[C@H]1[C@H](c2ccc(C3=CCCC3)cc2)[C@H](CO)N1C(C)=O)C(C)=O	-2.3	-3.1	1.3	-0.4	28.4	-3.1	-7.1[16.7 µM]
Cc1cc(NC(=O)COC(=O)c2ccccc2NCCO)no1	4.2	7.6	3.8	-28.3	-0.6	-2.1	.
N#CC(c1ccccc1)C(CC(=O)c1ccccc1)c1ccccc1 (stereo not given)	.	-9.9	3.9	17.3	9.2	8.7	.
C[C@@H]1CN([C@H](C)CO)C(=O)c2c(c3ccccc3n2C)-c2ccccc2CO[C@@H]1CN(C)Cc1ccc(-c2ccccc2)cc1	-25.3	-16.4	3.7	18.0	8.3	-3.0	.
C=CCc1cc(Cl)ccc1OCCOCCNC(C)CC (stereo not given)	14.4	9.3	1.8	-1.2	7.7	-2.4	3.1
CCN(CC(=O)Nc1ccc(C(=O)OC)cc1)Cc1ccccc1	2.8	13.6	-0.4	14.9	.	0.9	1.6

Structures listed so far marked active in DENV2 CPE rescue:
Molecule | GSIS activator | DENV2 CPE rescue | CFTR F508del cor | miR-122 sensor
CCCC#Cc1ccc([C@H]2[C@H](CO)N3CCCCN(CC4CCOCC4)C[C@@H]23)cc1 | -9.6 | 55.6* | 0.9 | 14.7[16.7 µM]

High-throughput results from PubChem BioAssay.
